Source: PubChem BioAssay (Sanford-Burnham Center for Chemical Genomics)
H9c2 TAG inh – reduces triacylglycerol accumulation in H9c2 cells; Nile Red lipid (TAG) fluorescence; cells loaded with 200 µM oleic acid; 0.66% of 230,000 active; inhibition, % at 12.5 µM; AID 651582;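 active means pattern-corrected inhibition of lipid staining of at least 50% with the nuclear-stain viability signal not falling by more than 50%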;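 further: 0% = DMSO wells and 100% = triacsin C control wells; some results filed as inactive read as strong as hits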
H9c2 TAG inh DAPI viability – also measured in H9c2 TAG inh; calls as there; DAPI nuclei signal change (viability), lower = more cytotoxic, %;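 whole-well DAPI fluorescence read on a plate reader as a viability signal; minus 50 percent equals half of cells still viable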
* = called active by the depositor.

Second line of a record – H9c2 TAG inh DAPI viability | H9c2 TAG inh
CCOC(=O)C1CCN(C(=O)C(=O)c2cn(CC(=O)N3CCCCCC3)c3ccccc23)CC1
→ 1 | 17
Cc1nc2nc(N)nc(OCc3ccccc3)c2nc1C
→ 31 | 8
O=C(NCCN1CCOCC1)c1ccc(CSCc2cccc(Cl)c2)o1
→ -12 | 6
O=C(N/N=C/c1ccsc1)c1ccc2ccccc2n1
→ 3 | -9
Cc1cc(C(=O)OC(C)C(=O)Nc2cccc(S(=O)(=O)N3CCOCC3)c2)c(C)o1 (configuration not stated)
→ -5 | 10
COc1ccc(C(=O)NCC(c2ccccc2)N2CCCC2)cc1S(=O)(=O)N1CCOCC1 (configuration not stated)
→ -4 | 22
Cc1cc(OCCCC(=O)N2CCCCC2)cc(C)c1Cl
→ 0 | -3
CN(C)C(=O)C[n+]1ccc(C(N)=O)cc1
→ 4 | -12
O=C(Oc1ccc2c(-c3ccccc3)cc(=O)oc2c1)c1cccs1
→ 9 | 2
CCOC(=O)CCCN(c1[nH]c(C)c(C)c1C#N)S(=O)(=O)c1ccc(C)cc1
→ -5 | 10
COc1ccc(NC(=O)c2cc3c(s2)CCC(C)C3)cc1S(=O)(=O)N1CCOCC1 (configuration not stated)
→ 5 | 11
CC(C)NC(=O)C1(C)CCN1Cc1ccc(Cl)cc1 (configuration not stated)
→ -2 | 8
CC(=O)Oc1ccccc1Cn1c(C)c(C(=O)N(C)Cc2ccc(F)cc2)sc1=O
→ -14 | -12
O=C(NCCc1cnccn1)C1CCC(=O)N(Cc2ccc(Cl)cc2)C1 (configuration not stated)
→ 8 | 10
COc1ccc(-c2nc(SCC(=O)N3CCOCC3)n[nH]2)cc1
→ -4 | 4
CC(=O)NC(=S)Nc1ccc(NC(=O)c2cccs2)cc1
→ 6 | -5
Nn1c(SCC(=O)N2CCOCC2)nnc1-c1cccnc1
→ 7 | -23
O=C(NNC(=O)c1cccc2ccccc12)c1cccc(F)c1
→ 4 | -14
Cc1cccc(OCCNc2ccc([N+](=O)[O-])cn2)c1
→ 3 | -18
CC(C)OCCCN1CN(S(=O)(=O)c2cccc(Cl)c2)c2nc3ccccc3nc21
→ 6 | -13
O=C(NCc1ccco1)NCC(F)(F)F
→ 7 | 3
Cc1cc(Cl)ccc1OC(C)C(=O)Nc1ccc(S(=O)(=O)N2CCOCC2)cc1 (configuration not stated)
→ 2 | -38
COCCCNC(=O)c1cn(CC(C)C)c(=O)c2c1c1ccccc1n2C
→ 7 | 13
CC(=O)Nc1ccc2c(c1)C(=O)c1ccc(Cl)cc1-2
→ 13 | -6
CCC1(C)Cc2ccccc2-c2nc3n(c(=O)c21)CC(C(=O)O)S3 (configuration not stated)
→ 0 | -4
Cc1oc2ccc(O)cc2c1C(=O)c1ccccc1
→ 3 | 6
CCc1ccccc1NC(=O)c1nnn(CC(=O)Nc2cccc(C)c2)c1N
→ -10 | 12
CCOC(=O)N1CCN(C(=O)c2ccc3c(=O)n(CCc4ccccc4)c(=S)[nH]c3c2)CC1
→ 1 | 10
C/C(=N\OCC(=O)OC(C)C(=O)Nc1ccc(C)c(S(=O)(=O)N2CCOCC2)c1)c1ccc2c(c1)OCO2 (configuration not stated)
→ -6 | 7
CCN(CC)S(=O)(=O)c1ccc(NN=C2CCN(C(C)C)CC2)c([N+](=O)[O-])c1
→ -8 | -6
COc1cccc(COC(=O)c2ccc3c(=O)n4c(nc3c2)CCC4)c1OC
→ 2 | 7
O=c1c(Cc2ccccc2O)c(O)nc2n1CCCS2
→ -11 | 6
COc1cc(/C=C/C(=O)OCC(=O)NCCc2ccccc2)ccc1OC(F)F
→ 6 | -8
Cc1nc(NC(=O)c2ccc3c(c2)OCO3)ccc1Br
→ -4 | -25
CCOCCCNC(=O)/C(C#N)=C/c1cc(OC)c(O)c([N+](=O)[O-])c1
→ -1 | 17
CCCN(C(=O)c1ccc(-n2cncn2)c([N+](=O)[O-])c1)C1CCS(=O)(=O)C1 (configuration not stated)
→ 0 | -1
CC1CCc2nc3ccccc3c(C(=O)OCC(=O)N(C)C3CCS(=O)(=O)C3)c2C1 (configuration not stated)
→ 0 | -5
COc1cccc(NC(=O)CN(C)C(=O)Cc2c(C)nc3ccccc3c2C)c1
→ -2 | -13
O=C(CNC(=O)C1CCCCC1)NC1CCCCC1
→ -1 | -5
Cc1cc(NC(=O)CSc2nnc(C)n2-c2ccccc2)no1
→ -10 | 9
CN(C)C(=O)CCc1ccc2c3c([nH]c2c1)[C@]1(C)[C@@H](C(=O)N2CCCCC2)C[C@H](CC(=O)NCCN2CCOCC2)C(=O)N1CC3
→ 6 | 2
Cc1cc(NC(=O)Cn2cnc3sc(C)c(-c4ccccc4)c3c2=O)no1
→ -1 | 1
COc1ccc(-n2c(=O)c3ccccc3n(CC(=O)OCc3ccccc3)c2=O)cc1OC
→ 9 | -4
CN1CCN(c2ccc(NC(=O)c3sc4ccccc4c3Cl)cc2)CC1
→ 5 | 4
CC1CN(S(=O)(=O)c2ccc(C(=O)N(CCCN(C)C)c3nc4c(Cl)cccc4s3)cc2)CC(C)O1 (configuration not stated)
→ 2 | 12
COc1ccc(/C=C/C(=O)O)cc1COc1ccccc1C
→ -10 | -3
CC(=O)Nc1ccc(NC(=O)c2ccc(Cl)c(S(=O)(=O)N3CCc4ccccc43)c2)cc1
→ -1 | 13
CC(NC(=O)COC(=O)c1ccc(Cl)cc1O)c1ccc(F)cc1 (configuration not stated)
→ 5 | -5
COc1ccc(C(=O)C2CCCN(C(=O)/C=C/c3ccccn3)C2)c(C)c1 (configuration not stated)
→ -6 | 11
Cc1cc(-c2ccccc2)nc(SCC(=O)N2CCCC2)n1
→ -8 | 12
CN1CCN(CC(=O)N(Cc2c(C#N)c3ccccc3n2C)c2ccccc2)CC1
→ 0 | 30
O=C(O)c1c2c(nc3ccccc13)/C(=C/c1ccc(O)cc1)CCC2
→ 1 | 1
O=C(COC(=O)Cc1ccc(F)cc1)NC1CCS(=O)(=O)C1 (configuration not stated)
→ 0 | 12
CC(C)=C[C@@H]1C[C@H](C)[C@H]2CC[C@H](C)c3c(O[C@@H]4O[C@@H](C)[C@@H](O)[C@@H](O)[C@@H]4O)c(O)c(C)c1c32
→ -16 | 2
CCCCCOC(=O)Cc1c(O)c2ccccc2[nH]c1=O
→ 2 | -4
O=C(N/N=C/c1cn(-c2ccccc2)nc1-c1ccccc1)c1ccco1
→ -17 | 37
Cc1oc(C(=O)O)cc1CSc1nnc(-c2ccccc2)n1C
→ 3 | -11
CN1C(=S)SC(N(O)C(=O)Nc2ccccc2)C1(C)C (configuration not stated)
→ 3 | 2
COc1cccc(/C=N/NC(=O)Cn2cnc3c2c(=O)n(C)c(=O)n3C)c1OC
→ -1 | 12
CC1CCCCN1C(C(=O)O)c1ccccc1 (configuration not stated)
→ -11 | 11

Entries of single compounds as entered above. Order of values: H9c2 TAG inh DAPI viability, H9c2 TAG inh
Nn1c(SCC(=O)N2CCOCC2)nnc1-c1cccnc1 in the list: 7, -23
COc1ccc(-n2c(=O)c3ccccc3n(CC(=O)OCc3ccccc3)c2=O)cc1OC in the list: 9, -4

Later entries
Second line of a record – H9c2 TAG inh DAPI viability | H9c2 TAG inh
C[C@H]1CN([C@@H](C)CO)C(=O)c2cc(NC(=O)CCN3CCOCC3)ccc2O[C@H]1CN(C)C(=O)Nc1ccc(F)cc1
→ -2 | -3
CC(C)C[C@H]1CN=C(Nc2ccccc2)N1CCC1CCCCC1
→ 6 | 11
O=C1CCCCC1Sc1nnc(Cc2cccs2)n1CCc1ccccc1 (configuration not stated)
→ -5 | 11
O=C(/C=C/c1c(Cl)cccc1Cl)N1CCN(c2ncccn2)CC1
→ -13 | 9
CCOC(=O)C1=CC[C@H]2c3c(c4ccccc4n3C)C(=O)C1N2C(=O)OC(C)(C)C
→ -2 | -3
O=C(NC(C(=O)c1ccccc1)N1CCCCC1)c1ccccc1 (configuration not stated)
→ -8 | -9
CC(=O)NCCC(=O)N1CCc2c([nH]c3ccccc23)C1c1cccc(Cl)c1 (configuration not stated)
→ -5 | 23
CCOC(=O)c1c[nH]n2c(=S)ncnc12
→ -8 | 3
CCCCN(C(=O)C1CCC1)c1c(N)n(CCC)c(=O)[nH]c1=O
→ -2 | 3
CC(C)N(Cc1ccccc1)C(=O)CN1C(=O)NC(Cc2ccccc2)(c2ccccc2)C1=O (configuration not stated)
→ 6 | 6
CC1(C(=O)O)CCCN(C(=O)C2(c3ccc(Cl)cc3)CCCC2)C1 (configuration not stated)
→ 9 | -8
CNC(=O)COc1coc(CN2CCN(C(=O)c3ccco3)CC2)cc1=O
→ 4 | -7
Nc1ccccc1Sc1ccccc1[N+](=O)[O-]
→ 3 | 2
CCN(CC(=O)Nc1ccc2c(c1)OCCO2)CC(=O)Nc1ccc(C)c(S(=O)(=O)N(C)C)c1
→ -1 | 1
O=C(Nn1cnnc1)c1cc(-c2cccc(Br)c2)nc2ccccc12
→ -10 | 6
Cn1c(=O)c2c(nc(Cl)n2Cc2ccc(Cl)c(Cl)c2)n(C)c1=O
→ -10 | -29
COc1cccc2[nH]c3c(Cl)ncnc3c12
→ 2 | 14
O=c1[nH]cnc2cc(Cl)ccc12
→ 7 | -12
COc1ccccc1OCCOC(=O)Nc1ccccc1
→ 1 | -12
COCCOC(=O)c1cc(C(=O)c2cc(F)ccc2O)coc1=N
→ 16 | 3
C=CCOc1ccc(C2C(C#N)=C(N)N(Nc3ccccc3)C3=C2C(=O)CC(C)(C)C3)cc1OC (configuration not stated)
→ -5 | 26
COc1ccc(CCn2c(=S)[nH]c3ccc(N4CCOCC4)cc3c2=O)cc1OC
→ 14 | 7
Cc1cnc(NC(=O)C(C)N2C(=O)C3CC=CCC3C2=O)s1 (configuration not stated)
→ -9 | 1
Cc1onc(-c2c(Cl)cccc2Cl)c1C(=O)NCc1ccco1
→ 10 | -19
Cc1cc(O)cc(C)c1Cl
→ -8 | 1
CC(C)(C)c1cc(CCC(=O)Nc2ccncc2)cc(C(C)(C)C)c1O
→ -1 | 10
O=C(Cc1ccc(Cl)cc1)Nc1ncc([N+](=O)[O-])s1
→ -1 | -2
COc1ccccc1CNC(=O)C1(C)CCN1Cc1ccc(OC(F)(F)F)cc1 (configuration not stated)
→ 4 | -6
CN1C(=O)c2cccc3c(S(=O)(=O)NCc4ccco4)ccc1c23
→ 1 | -10
CC(=O)N1CCN(Cc2nc3cc(NC(=O)COc4ccccc4)ccc3n2C)CC1
→ 0 | 3
Cc1c(NC(=O)c2ccc(S(=O)(=O)N(C)c3ccccc3)cc2)c(=O)n(-c2ccccc2)n1C
→ 6 | 0
CCCc1cc(=O)n2[nH]c(-c3ccc(Cl)cc3)cc2n1
→ 2 | 12
Cc1ccc(Cc2c(-c3ccc(C)cc3)nc3c4ccccc4ccn23)cc1
→ 4 | -8
COc1ccc(C(=O)COC(=O)c2cc(=O)c3ccccc3o2)c(OC)c1
→ 1 | 2
CC(=O)N1CCN(c2ccc([N+](=O)[O-])c(NCC3CCCO3)c2)CC1 (configuration not stated)
→ -4 | 7
O=C(/C=C/c1cccs1)N1CCC2(CC1)Oc1ccc(Cl)cc1C(=O)C21CC(c2ccccc2)=NO1 (configuration not stated)
→ -3 | 30
O=C(NC(=S)NC1CCCCC1)c1ccccc1
→ 7 | -9
CCOc1cccc2cc(C(=O)NCc3ccc(Cl)cc3)c(=N)oc12
→ -4 | 6
O=C(CNCc1ccc(Cl)cc1)Nc1ccc2c(c1)OCCO2
→ -7 | -10
O=[N+]([O-])c1ccccc1S(=O)(=O)Nc1cccc(-c2ccc3nncn3n2)c1
→ 1 | -8
Cc1cc(C)nc(/N=C(\NC(=O)C(C)(C)C)Nc2ccc(F)cc2)n1
→ 3 | -6
CC(=O)c1sc(NC(=O)COc2ccccc2)nc1C
→ -8 | 10
CCOc1ccc(NC(=O)CSc2nc(=O)n(Cc3cccnc3)c3c2CCC3)cc1
→ -4 | -7
O=C(COC(=O)c1ncc(Cl)c(Cl)c1Cl)NCCc1ccccc1
→ -7 | 21
Cc1ccc(S(=O)(=O)Nc2ccc(S(=O)(=O)Nc3nccs3)cc2)c([N+](=O)[O-])c1
→ 3 | -13
CCC(C)(C)C1CCC2(CC1)NC(=O)N(CC(=O)N(C)Cc1ccc(OC(F)F)cc1)C2=O (configuration not stated)
→ -8 | 22
Cc1c(C(=O)N2CCN(S(=O)(=O)c3ccccc3)CC2)oc2ccccc12
→ -1 | -5
Cc1oc2ncnc(N)c2c1C
→ 1 | 7
Cc1ccc(NC(=O)NC(=O)COC(=O)c2ccc(O)cc2O)c(C)c1
→ 2 | 5
CN1CCN(C(=O)/C(=C/c2ccc(F)cc2)c2ccsc2)CC1
→ -2 | 0

Not a retest: entries from further up.
Second line of a record – H9c2 TAG inh DAPI viability | H9c2 TAG inh
O=C(COC(=O)c1ncc(Cl)c(Cl)c1Cl)NCCc1ccccc1
→ -7 | 21
Cc1ccc(S(=O)(=O)Nc2ccc(S(=O)(=O)Nc3nccs3)cc2)c([N+](=O)[O-])c1
→ 3 | -13
CCC(C)(C)C1CCC2(CC1)NC(=O)N(CC(=O)N(C)Cc1ccc(OC(F)F)cc1)C2=O (configuration not stated)
→ -8 | 22
Cc1c(C(=O)N2CCN(S(=O)(=O)c3ccccc3)CC2)oc2ccccc12
→ -1 | -5
Cc1oc2ncnc(N)c2c1C
→ 1 | 7
Cc1ccc(NC(=O)NC(=O)COC(=O)c2ccc(O)cc2O)c(C)c1
→ 2 | 5
CN1CCN(C(=O)/C(=C/c2ccc(F)cc2)c2ccsc2)CC1
→ -2 | 0

Part of the list above, reformatted.
mol	H9c2 TAG inh DAPI viability	H9c2 TAG inh
Cc1nc2nc(N)nc(OCc3ccccc3)c2nc1C	31	8
O=C(NCCN1CCOCC1)c1ccc(CSCc2cccc(Cl)c2)o1	-12	6

Some of the compounds tested. The share of hits here may be higher or lower than overall.
